High-throughput results: PubChem, several laboratories
Efflux pump mplx: antifungal efflux pump inhibition, Nile Red retention. inhibition, % at 10 µM. S. cerevisiae Candida pump triplex. 330,000 tested, 0.44% active;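 active = plate passing quality check with inhibition over a set limit, or well fluorescence over plate mean plus 4 SD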;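 also: Nile Red retained in pooled yeast measured as flow cytometry median fluorescence; 0% = buffer negative control and 100% = Enniatin B positive control; higher means more Nile Red kept so more efflux inhibition; some compounds called inactive have numbers as strong as hits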
VLA-4 inh: inhibition in a human VLA-4 binding assay; VLA-4 expressing cells, ligand binding flow cytometry; 330,000 tested, 0.2% active; inhibition, % (about 7 µM as worked out from the volumes in the protocol); P13612; AID 2557; in the data active = inhibition above about 50%
GLD-1 RNA inh: GLD-1-TGE RNA interaction inhibition (C. elegans); 320,000 tested, 0.44% active; inhibition, % at 5.96 µM; purified GLD-1 + fluorescein TGE RNA, fluorescence polarization; AID 2280; Q17339;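 active = percent inhibition above a per-plate cutoff, the plate mean of test compounds plus 3 SD, cut at about 30% in these data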;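 also: 0% = DMSO wells with GLD-1 and probe and 100% = wells lacking GLD-1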
Target sequence (Q17339 whole entry, looked up): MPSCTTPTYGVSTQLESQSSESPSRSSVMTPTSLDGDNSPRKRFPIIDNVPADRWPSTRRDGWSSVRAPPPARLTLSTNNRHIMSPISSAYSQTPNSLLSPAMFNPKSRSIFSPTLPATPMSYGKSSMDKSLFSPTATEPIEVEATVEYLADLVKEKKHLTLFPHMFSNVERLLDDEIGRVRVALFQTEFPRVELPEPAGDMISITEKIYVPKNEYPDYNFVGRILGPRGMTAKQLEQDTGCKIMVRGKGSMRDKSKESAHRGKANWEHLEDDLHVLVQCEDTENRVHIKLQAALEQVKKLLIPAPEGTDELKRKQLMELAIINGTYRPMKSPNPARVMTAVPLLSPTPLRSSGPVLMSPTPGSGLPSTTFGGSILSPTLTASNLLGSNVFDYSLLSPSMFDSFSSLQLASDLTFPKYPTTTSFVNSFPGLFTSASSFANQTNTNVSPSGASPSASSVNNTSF
MCL1 BIM primary: MCL1-BIM-BH3 interaction inhibition (human); Q07820; 320,000 tested, 0.68% active; GST-MCL1 / FITC-Bim-BH3 fluorescence polarization; inhibition, % at 10.9 µM; AID 2057;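 active = inhibition above the mean inhibition of all tested compounds plus 3 SD, set per campaign, cut at about 40% in these data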;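 also: 0% = DMSO wells and 100% = unlabeled Bim-BH3 peptide control; higher means more loss of mP so more displacement of Bim peptide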
MEX-5 binding: C. elegans MEX-5 TCR-2 RNA binding activity; MEX-5/FITC-TCR2 RNA binding, fluorescence polarization; hits give low values; 300,000 tested, 0.38% active; AID 1832; activity score (negative = inhibition of binding), % at 10 µM;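 active = inhibition past about -25% in most replicates, and total fluorescence under double the plate's negative control median, limit read from the data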;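 also: 0% = DMSO and -100% = 5 µM competing unlabeled TCR2 RNA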
Target sequence (Q9XUB2 whole entry, looked up): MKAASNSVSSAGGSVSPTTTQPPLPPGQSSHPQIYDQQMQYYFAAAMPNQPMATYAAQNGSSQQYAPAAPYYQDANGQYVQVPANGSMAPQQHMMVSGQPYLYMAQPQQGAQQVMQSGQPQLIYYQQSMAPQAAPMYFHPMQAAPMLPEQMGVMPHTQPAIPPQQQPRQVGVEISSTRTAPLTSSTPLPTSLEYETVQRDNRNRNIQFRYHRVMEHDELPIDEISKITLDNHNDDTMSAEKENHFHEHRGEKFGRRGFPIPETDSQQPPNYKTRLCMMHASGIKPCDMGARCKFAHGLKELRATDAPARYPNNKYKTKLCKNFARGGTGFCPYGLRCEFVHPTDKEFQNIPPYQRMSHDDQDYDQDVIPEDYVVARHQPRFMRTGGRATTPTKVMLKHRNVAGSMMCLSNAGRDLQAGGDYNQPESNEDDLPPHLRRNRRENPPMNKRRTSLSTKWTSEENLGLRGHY
PME-1 primary: PME-1 (human) inhibition | 320,000 tested, 0.53% active | Q9Y570 | inhibition, % at 5.9 µM | recombinant PME-1, FP-Rh probe fluorescence polarization | AID 2130;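 active = inhibition above the campaign mean of all compounds plus 3 SD, cut at about 26% in these data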;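 also: competitive labeling of PME-1 active site by serine hydrolase directed probe; 0% = PME-1 with DMSO and 100% = wells lacking PME-1 enzyme; inhibitors block probe labeling so polarization falls and inhibition rises; many of its hits are not listed in these tables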
BCLXL inh: Bcl-xL (human) inhibition; Q07817; GST-Bcl-xL / FITC-Bim BH3 peptide fluorescence polarization; inhibition, % at 10.9 µM; 320,000 tested, 0.7% active; AID 2129;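 active = inhibition above the mean of all tested compounds plus 3 SD, cutoff set per campaign, cut at about 30% in these data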;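 also: 0% = DMSO wells and 100% = unlabeled Bim-BH3 peptide competitor; inhibitors lower millipolarization by displacing the labeled peptide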
GRK2 aptamer HTS: human GRK2 inhibition via aptamer displacement | P25098 | AID 488847 | 330,000 tested, 0.59% active | inhibition of aptamer binding, % at 10 µM | bead flow cytometry, FAM-aptamer displacement from GRK2;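 active = inhibition of aptamer binding above 40%, roughly 3 SD of noise, on plates passing a quality check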;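 also: median bead fluorescence of bound FAM aptamer so fluorescent compounds give negative values; no value below 0 was filed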
Fam108B counter: counter-screen for RBBP9 inhibitors: inhibitors of mouse Fam108B; recombinant Fam108B, FP-Rh probe fluorescence polarization; inhibition, % at 9.51 µM; 300,000 tested, 0.33% active;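 active = inhibition above the screen mean inhibition plus 3 SD, computed separately per campaign, cut at about 18% in these data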;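 also: inhibitors lower polarization as less probe binds the enzyme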
The depositor's hits bear a star; nt = no result given. These rows are one share of the data (hit frequency here may not be typical).

SMILES	Efflux pump mplx	VLA-4 inh	GLD-1 RNA inh	MCL1 BIM primary	MEX-5 binding	PME-1 primary	BCLXL inh	GRK2 aptamer HTS	Fam108B counter
Cn1c(CCN2CCN(c3ccccn3)CC2)nc2cc(NS(=O)(=O)c3ccccc3)ccc21	0.3	11	-7	1	1.7	-3	-1	0	3
CCOC(=O)c1c([N+](=O)[O-])c(C)[nH]c(=O)c1C#N	-0.1	-1	-9	22	-0.6	-3	17	9	3
CCCNC(=O)COCc1cc(-c2ccc3c(c2)OCO3)on1	0.1	6	-7	-6	3.9	-1	-8	0	-5
O=C(N[C@@H](Cc1ccccc1)C(=O)OCc1ccccc1)c1nc[nH]c1C(=O)NCc1ccccc1	0.0	-4	0	6	3.3	-10	-1	0	-15
O=[N+]([O-])c1cc(S(=O)(=O)N2CCCCC2)ccc1NCCN1CCOCC1	0.0	13	6	0	-0.6	6	5	0	4
CCOC(=O)c1cc(NC(=O)N2CCCc3ccccc32)c(C)nc1C	-0.1	-2	1	8	3.4	2	3	0	-2
CS(=O)(=O)c1ccc(Cl)c(NC(=O)CN2C(=O)C3CCCCC3C2=O)c1 (stereo not drawn)	0.0	10	-5	-1	-2.4	-5	6	1	0
CCOC(=O)CNC(=O)/C(=C\c1ccc(F)cc1)NC(=O)c1ccccc1	0.3	-4	-5	-4	2.5	-2	-2	2	-1
COc1ccc(NC(=O)c2cc(C)n(Cc3cccs3)c2C)cc1	0.1	1	-3	-1	1.9	4	7	2	-2
CC1(c2ccccc2Cl)NC(=O)N(CC(=O)Nc2cccnc2Cl)C1=O (stereo not drawn)	-0.1	1	-2	5	1.4	5	1	0	4
Cc1ccc(CNC(=O)C2CCN(S(=O)(=O)N3CC(C)CC(C)C3)CC2)cc1 (stereo not drawn)	0.0	8	-9	2	0.6	-2	4	0	2
O=C(NC1CCCCCC1)C1CCN(C(=O)Cc2ccccc2)CC1	0.1	3	-2	-8	1.8	4	-7	9	-3
c1ccc(C2=Nc3ccccc3OC2)cc1	0.0	-9	12	-2	-3.8	2	4	0	0
Cc1ccc(S(=O)(=O)Nc2cc(=O)[nH]c(SCc3ccc(Cl)cc3)n2)cc1	-0.1	10	2	2	nt	-21	-1	5	-16
CCOC(=O)c1nn(-c2ccc(F)cc2)c(=O)c(C#N)c1C	0.1	1	-1	-8	0.3	1	3	0	0
CC(C)Oc1c(Cl)cc(CNC(C)(C)CO)cc1Cl	-0.1	20	-7	3	-0.7	-2	2	0	3
COc1ccc(Cl)cc1S(=O)(=O)N(C)CC(=O)NCc1ccccn1	0.0	7	-8	-1	-0.2	-2	0	0	5
COc1cccc2[nH]c3c(=O)[nH]cnc3c12	-0.1	-9	nt	nt	-1.3	nt	nt	7	nt
Cc1ccc(S(=O)(=O)Nc2ccc3nc(C)sc3c2)cc1	0.0	1	9	1	-0.2	-55	2	0	0
COc1cccc(CC2(CO)CCN(S(=O)(=O)N(C)C)CC2)c1	-0.2	-3	-3	5	1.7	0	8	3	1
CC(C)Oc1ccc(CC(=O)NNC(=S)Nc2ccc(Br)cc2)cc1	-0.2	1	3	6	1.3	2	11	6	1
Cn1ccc(NC(=O)Nc2cccc([N+](=O)[O-])c2)n1	0.1	0	1	-2	1.4	0	3	1	6
Cc1ccccc1NC(=O)c1cc2c(C)nc3ccccc3c2o1	-0.2	16	3	-3	-8.4	1	3	0	-2
COc1ccc(-c2csc(N(CC3CCCO3)C(=O)c3cccs3)n2)cc1 (stereo not drawn)	0.1	-7	2	1	2.6	-3	7	3	-5
Cc1nn(C)c(C)c1S(=O)(=O)N1CCCC(C(=O)NCC2COc3ccccc3O2)C1 (stereo not drawn)	-0.1	-10	5	-2	nt	6	-2	5	0
Cc1ccc(NS(=O)(=O)c2ccc(OCC(=O)NCc3cccnc3)cc2)cc1	0.1	13	5	2	0.0	17	1	2	1
O=C(NC1CCCCC1)c1ccc2snnc2c1	0.1	-4	-2	1	2.7	0	6	1	1
CCCCOc1cccc(C2/C(=C(/O)c3ccc4c(c3)CC(C)O4)C(=O)C(=O)N2CCN2CCOCC2)c1 (stereo not drawn)	0.1	12	-3	3	-5.6	-3	11	3	-4
O=C(NCc1cccs1)C1CCN(S(=O)(=O)c2cccc([N+](=O)[O-])c2)CC1	-0.2	-1	3	6	0.1	7	2	0	0
CCc1cccc(NC(=O)c2ccc(NS(=O)(=O)c3c(C)noc3C)cc2)c1	0.0	8	-3	-3	-1.2	1	-3	1	-2
CC(=O)Nc1ccc(OCC(=O)N(CC(C)C)C2CCS(=O)(=O)C2)cc1 (stereo not drawn)	-0.1	5	-2	-15	-3.8	2	-5	0	-3
C=CCNC(=O)CCCCCNS(=O)(=O)c1ccc(OC)cc1	-0.2	1	6	2	-0.7	4	-2	2	-2
Cc1cc(C)c2c(=O)cc(C(F)(F)F)oc2n1	0.0	2	-5	8	1.3	-3	2	2	-3
O=C(NC1CC2CCCC(C1)N2C(=O)Nc1cccc(F)c1)C1CC1 (stereo not drawn)	0.3	4	0	2	1.3	-1	1	1	-1
CCC1(C)Cc2c(C#N)c(N)n(N)c(=S)c2CO1 (stereo not drawn)	-0.1	-16	-5	-1	1.9	4	5	0	8
COCCNC(=O)CCC1CCN(Cc2ccc(-c3ccccc3)cc2)CC1	-0.2	4	6	12	2.1	-3	5	0	-3
C/C(=N\Nc1nc(C)c(C)s1)c1ccc([N+](=O)[O-])cc1	0.0	-27	-12	-20	-0.8	1	-22	1	-2
Cc1ccsc1C(=O)OCC(=O)N1C(C)CCCC1C (stereo not drawn)	0.3	4	5	nt	nt	nt	nt	0	nt
S=C(NCc1ccncc1)Nc1cccc(Cl)c1	0.0	41	3	-5	3.1	1	-3	2	-3
COc1ccccc1/C=C/C(=O)OCC(=O)Nc1ccc2c(c1)OCO2	-0.1	-1	5	nt	nt	nt	nt	1	nt
CC(C)(C)OC(=O)N1Cc2ccccc2C[C@H]1C(=O)NCC(=O)NC1CCCC1	0.0	-101	-2	3	0.4	1	-2	0	0
COCCCN(C(=O)c1ccc2ccccc2n1)c1c(N)n(Cc2ccccc2)c(=O)[nH]c1=O	0.0	-29	4	6	nt	-3	12	0	nt
COCCCn1c2nc3ccccc3nc2c2c(=O)n(Cc3cccs3)cnc21	0.0	2	-1	4	-1.6	1	-2	2	1
CSc1ccc(S(=O)(=O)N(CC(=O)NN=C2CCN(C)CC2)c2ccc(C)cc2)cc1	-0.1	2	4	-6	-1.2	-4	-2	0	-1
O=C(NC1CCCC1)C(c1cccnc1)N(Cc1ccccc1F)C(=O)c1csnn1 (stereo not drawn)	0.0	6	4	12	-0.3	2	4	0	-3
O=C(Nc1nc(-c2cc3ccccc3oc2=O)cs1)c1ccc(Br)o1	-0.1	11	7	-6	0.1	-12	0	0	-38
C=CCNC(=S)N/N=C/c1ccc(OCc2ccccc2Cl)cc1	0.1	7	3	10	-1.0	9	5	0	0
COc1ccc(CSC2=NCCN2)cc1Cl	-0.1	16	5	-1	-0.5	2	-2	2	2
O=C(c1cccnc1)N1N=C2CCCCCC2C1(O)C(F)(F)F (stereo not drawn)	0.2	4	4	14	-1.6	-2	11	0	-2
Cc1cc(C(=O)N2CCCc3ccccc32)ccc1[N+](=O)[O-]	0.1	0	7	9	-1.0	-2	7	0	3
Cc1cccc(NC(=O)c2cnn(C)c2)c1C	-0.6	9	8	-3	1.2	-6	-2	2	0
CCOc1cc2[nH]c(=S)n(Cc3ccc(C(=O)NCCCN(CC)CC)cc3)c(=O)c2cc1OCC	-0.3	8	-1	-20	-1.0	-7	-15	0	-2
CCc1ccc(OCC(=O)NNC(=O)c2cc(S(=O)(=O)N3CCOCC3)ccc2N2CCCC2)cc1	-0.5	11	4	0	nt	2	-2	3	nt
COCCN(C(=O)/C=C/c1cccc([N+](=O)[O-])c1)c1c(N)n(Cc2ccccc2)c(=O)[nH]c1=O	0.0	12	4	-1	-0.4	6	9	0	0
O=C(CSc1cn(Cc2ccccc2)c2ccccc12)Nc1nccs1	0.0	13	3	2	-2.6	1	1	0	-3
COc1ccc(/C=C(\NC(=O)c2ccccc2)C(=O)NCc2ccco2)cc1	-0.1	17	5	-1	0.5	0	5	0	1
COc1cc(SC#N)ccc1N=Cc1c(C)[nH]n(-c2ccc(Cl)cc2)c1=O	-0.1	0	1	11	-4.4	6	6	3	-1
Cc1nn(Cc2cccc(C(=O)N3CCCC(C)C3)c2)c(C)c1[N+](=O)[O-] (stereo not drawn)	0.3	5	-1	11	1.4	16	7	1	2
CCCc1nnc(NC(=O)CCC(=O)N2CCN(Cc3ccc(F)cc3)CC2)s1	-0.1	4	6	3	-0.8	-6	9	2	0
O=C(NCCO)C(=O)Nc1cc2c3c(c1)CCN3C(=O)CC2	-0.1	14	10	-5	1.8	-2	4	3	0

Random excerpt: 2 compounds from above, in no set order.
SMILES	Efflux pump mplx	VLA-4 inh	GLD-1 RNA inh	MCL1 BIM primary	MEX-5 binding	PME-1 primary	BCLXL inh	GRK2 aptamer HTS	Fam108B counter
CCOc1cc2[nH]c(=S)n(Cc3ccc(C(=O)NCCCN(CC)CC)cc3)c(=O)c2cc1OCC	-0.3	8	-1	-20	-1.0	-7	-15	0	-2
COc1cc(SC#N)ccc1N=Cc1c(C)[nH]n(-c2ccc(Cl)cc2)c1=O	-0.1	0	1	11	-4.4	6	6	3	-1

Additional records
SMILES	Efflux pump mplx	VLA-4 inh	GLD-1 RNA inh	MCL1 BIM primary	MEX-5 binding	PME-1 primary	BCLXL inh	GRK2 aptamer HTS	Fam108B counter
CCC(Cc1ccccc1)NS(=O)(=O)c1ccc2c(c1)NC(=O)C(C)S2 (stereo not drawn)	0.1	10	2	12	0.1	6	0	1	-2
COc1ccccc1CNCc1cc(=O)oc2c(C)c(C)ccc12	0.0	11	0	6	0.5	1	-1	2	-7
CCOC(=O)c1sc(NC(=O)C2CC=CCC2C(=O)O)nc1C (stereo not drawn)	-0.2	23	0	5	1.6	3	-1	38	-1
CCn1c(C)c(C2=CCN(S(=O)(=O)c3ccccc3)CC2)c2ccccc21	0.4	-1	32*	-1	0.9	-24	20	0	-43
O=C(NC1CC1)C1CCN(C2CCN(C(=O)/C=C/c3ccc(F)cc3)CC2)CC1	0.0	7	-2	2	2.4	0	4	2	-1
Cc1cccc(-c2onc3ccc(C(=O)/C=C/N(C)C)cc23)c1	0.1	8	0	-1	-8.3	10	2	5	4
NC(=S)Cc1nc(-c2ccc(Cl)cc2)cs1	0.2	-42	6	17	-0.5	5	15	1	0
Cc1nn(-c2ccccc2)c(Cl)c1/C=N/NC(=O)c1ccco1	0.3	9	-9	-7	2.9	0	3	1	1
O=C(N/N=C/c1cccnc1)c1ccc(NC(=O)c2ccc(F)cc2)cc1	0.2	12	-2	6	-2.1	-4	4	2	-2
CSc1nc2ncc3c(n2n1)CC1c2ccccc2CCN1C3=O (stereo not drawn)	0.0	5	6	5	0.4	-6	5	0	1
COc1ccc(Cl)cc1NC(=O)CNc1ccccc1F	0.0	27	-2	-1	0.8	3	3	2	-1
Cc1nnc(SCC(=O)N/N=C/c2cn(-c3ccccc3)nc2-c2ccccc2)n1-c1ccccc1	0.4	0	2	-1	2.1	-6	5	4	-4
CCOC(=O)C1CCN(S(=O)(=O)c2ccc(C(=O)OC)cc2)CC1	0.0	-42	-3	6	-0.1	-7	1	0	-3
O=C(CNC(=S)N(Cc1ccc(F)cc1)C1CCCCC1)NC1CC1	0.1	1	1	1	1.4	-1	-7	2	-2
CC(Sc1nc2ccccc2s1)C(=O)NC1CCCc2ccccc21 (stereo not drawn)	-0.1	0	-3	6	0.2	9	3	0	1
